Screens: PubChem, National Center for Advancing Translational Sciences (NCATS)
AMA1 RON2 block: inhibitors of Plasmodium falciparum AMA1-RON2 interaction; AlphaScreen AMA1-biotinylated RON2 peptide binding; 0.2% of 360,000 active; Potency, µM (titrated, usually from 58.2 µM), without a hit: top-dose activity change, negative = inhibition, usual class: inhibitors;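 note: potency is the fitted concentration of half-maximal effect; 0% = vehicle wells and -100% = peptide control; nearly all actives have a fitted effect of over 45% in size; some results filed as inactive show a strong effect at the top dose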
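AMA1 (3D7) with his tag at 25 nM final met compounds first, then biotinylated RON2 peptide at 25 nM; detection used donor plus acceptor beads, 10 µg/mL apiece, read by AlphaScreen after 30 min at room temperature.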
AmpC detergent: inhibitors of E. coli AmpC beta-lactamase with detergent | AID 485294 | AmpC hydrolysis of nitrocefin, absorbance 480 nm, 0.01% Triton | P00811 | Potency, µM (top dose mostly 114 µM), without a hit: top-dose activity change, negative = inhibition, usual class: inhibitors | 0.041% of 370,000 active;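 note: potency is the fitted concentration of half-maximal effect; 0% = no-compound wells and -100% = no-enzyme wells; nearly all actives have a fitted effect of over 25% in size; some results filed as inactive show a strong effect at the top dose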
Target sequence (P00811 whole entry, looked up): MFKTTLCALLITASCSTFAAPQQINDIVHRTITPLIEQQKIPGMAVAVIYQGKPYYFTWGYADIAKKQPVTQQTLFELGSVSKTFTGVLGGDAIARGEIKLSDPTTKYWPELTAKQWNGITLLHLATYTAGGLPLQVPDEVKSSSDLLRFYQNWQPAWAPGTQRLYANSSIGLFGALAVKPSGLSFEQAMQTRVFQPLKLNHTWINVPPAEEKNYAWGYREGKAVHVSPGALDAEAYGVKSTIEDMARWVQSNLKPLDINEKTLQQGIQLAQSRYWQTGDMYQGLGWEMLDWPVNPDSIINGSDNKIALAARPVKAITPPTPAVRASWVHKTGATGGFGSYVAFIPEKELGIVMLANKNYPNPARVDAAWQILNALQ
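AmpC (5.3 nM in the dispensed reagent) in 20 mM phosphate pH 7.0 with 0.01% (detergent screen) or 0.0001% Triton X-100 was preincubated with compounds for 15 min at room temperature. Nitrocefin was then added from an 800 uM solution, and hydrolysis was followed at 480 nm.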
HCMV antiviral: human cytomegalovirus inhibition. HFF cells, HCMV-luciferase reporter, 72 h; hits give low values. activity change, negative = inhibition, % at 57.5 µM. 4.5% of 410,000 active; in the data active = activity change below about -60%; inconclusive = no clear call, values can overlap the other calls; inactive = above about -39%
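Screen run at 2 compound doses on HFFs infected with reporter HCMV, MOI 1 PFU/cell. Luciferase activity from cell lysates at 72 h post infection gave inhibition relative to buffer-only and Salinomycin wells.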
AmpC inh no detg: inhibitors of E. coli AmpC beta-lactamase without detergent; P00811; AmpC nitrocefin hydrolysis, absorbance 480 nm, 0.0001% Triton; Potency, µM (titrated, usually from 57.1 µM), for the others: at the top dose activity change, negative = inhibition, usual class: inhibitors; 0.52% of 330,000 active; AID 485341;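 note: potency is the fitted concentration of half-maximal effect; plate controls were no compound for no effect and no enzyme for full effect; nearly all actives have a fitted effect of over 20% in size; some results filed as inactive show a strong effect at the top dose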
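20 mM phosphate pH 7.0 + 0.01% (detergent screen) or 0.0001% Triton X-100; 5.3 nM AmpC reagent; cpd preinc 15 min RT; nitrocefin (800 uM stock) to start; A480 q20 s × 4 min; Activity was normalised to no-enzyme and no-compound control wells.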
Sm TGR block: blocks Schistosoma mansoni thioredoxin glutathione reductase | Potency, µM (titrated, usually from 114 µM), for the others: top-dose activity change, negative = inhibition, usual class: inhibitors | purified TGR, DTNB reduction, TNB absorbance 405 nm | 3% of 360,000 active; note: potency is the fitted concentration of half-maximal effect; nearly all actives have a fitted effect of over 60% in size
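Kinetic colorimetric format: TGR-catalysed, NADPH-driven DTNB reduction monitored via TNB absorbance. Enzyme dispensed at 20 nM; compound exposure 15 min at room temperature before reaction start.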
Giardia FBPA inh: blocks Giardia fructose-bisphosphate aldolase activity; AID 2451; purified Giardia FBPA; 0.71% of 290,000 active; Potency, µM (titrated, usually from 59.6 µM), for the others: at the highest dose activity, negative = inhibition, usual class: inhibitors; note: potency is the fitted concentration of half-maximal effect; nearly all actives have a fitted effect of over 55% in size
Target sequence (A8B2U2 whole entry, looked up): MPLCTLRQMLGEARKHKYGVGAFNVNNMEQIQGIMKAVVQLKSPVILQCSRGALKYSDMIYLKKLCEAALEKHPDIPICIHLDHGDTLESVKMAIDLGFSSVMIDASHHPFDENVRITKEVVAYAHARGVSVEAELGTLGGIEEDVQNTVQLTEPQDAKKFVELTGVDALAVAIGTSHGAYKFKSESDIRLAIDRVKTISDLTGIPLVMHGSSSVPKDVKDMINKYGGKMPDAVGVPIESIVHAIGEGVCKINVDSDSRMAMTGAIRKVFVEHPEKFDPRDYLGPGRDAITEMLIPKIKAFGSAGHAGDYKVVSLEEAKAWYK
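Giardia FBPA (40 nM reagent) was preincubated 10 min at RT with compound (up to 57.5 uM final), then substrate plus GAPDH/TPI/NAD/arsenate coupling system with diaphorase/resazurin was added; resorufin fluorescence (525/598 nm) was read after 20 min.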
Starred values were filed as active, the others as inactive; ? = inconclusive; nt = no result given; & = joins results of further samples; [ ] = another dose, or the depositor's remark. Unless noted, calls come from the whole dose curve; as a rule, active = well fitted curve in the direction sought with a large enough effect; inconclusive = small, poorly fitted or top-dose-only effect, or another doubt; inactive = no such curve, though single readings can be large; an effect the other way counts as inactive or inconclusive. Unless noted, % is set by controls: 0 for no effect and ±100 for the full control effect.

Letters: A = AMA1 RON2 block; B = AmpC detergent; C = HCMV antiviral; D = AmpC inh no detg; E = Sm TGR block; F = Giardia FBPA inh
[1] Cc1ccc(COc2ccc(C)nc2[N+](=O)[O-])cc1
  A = -7.3%	B = ?	C = 131.1	D = -14.2%	E = -2.6%	F = 10.5%
[2] CCOC(=O)N1CCN(CC(O)COc2ccc3c(c2)CCC3)CC1 (centres undefined)
  A = -0.6%	B = -0.7%	C = 1.6	D = 87.2%[activator]	E = -8.5%	F = nt
[3] O=c1c2ccccc2nc(/C=C/c2ccccn2)n1-c1ccccc1
  A = -2.2%	B = 0.3%	C = ?	D = -12.7%	E = 2.0%	F = -5.9%
[4] Cc1ccc(-c2nc3ccc(Cl)cn3c2Nc2ccc3c(c2)OCCO3)s1
  A = nt	B = 0.2%	C = 96.8	D = nt	E = 6.8%	F = nt
[5] COc1ccccc1CNC(=O)C1CCC(CNS(=O)(=O)c2ccc(NC(C)=O)cc2)CC1 (centres undefined)
  A = -9.5%	B = 5.0%	C = 107.0	D = 0.2%	E = -3.6%	F = 6.9%
[6] Cc1ccc(-c2nn(-c3ccccc3)cc2C(=O)NCC2CCCO2)cc1 (centres undefined)
  A = -28.7%	B = ?	C = -1.0	D = 49.6%	E = 0.6%	F = nt
[7] CN(C)CCCC1(O)c2ccccc2CCc2ccccc21
  A = 0.8%	B = 8.7%	C = 1.4	D = 1.8%	E = 9.0%	F = 3.5%
[8] CCN1C(=NCCc2ccc([N+](=O)[O-])cc2)N[C@@H](c2ccccc2)[C@H](C(=O)OC)[C@H]1C
  A = 0.7%	B = ?	C = 50.4	D = -1.1%&-14.1%	E = 5.8%	F = 1.8%
[9] Cc1cc(C(=O)N/N=C/c2ccc[nH]2)no1
  A = 27.1%	B = ?	C = -20.3	D = -14.3%	E = -8.9%	F = -11.8%
[10] C[C@H](CO)N1C[C@H](C)[C@@H](CN(C)S(=O)(=O)c2ccc(F)cc2)Oc2ccc(NC(=O)CCN3CCOCC3)cc2C1=O
  A = 1.6%	B = nt	C = 6.1	D = 239.8%[activator]	E = nt	F = nt
[11] [2H]C(CCOS(N)(=O)=O)c1ccc(C(C)(C)C)cc1 (centres undefined)
  A = 7.9%	B = ?	C = ?	D = -13.5%	E = -21.1%	F = 8.7%
[12] C=CCOC1=CS(=O)(=O)N(Cc2ccc(Br)cc2)c2ccc(Br)cc21
  A = -11.2%	B = nt	C = 16.5	D = -26.4%	E = nt	F = nt
[13] CCN(c1ccc(C)cc1)S(=O)(=O)c1nnc(NC(=O)c2ccco2)s1
  A = 14.6%	B = ?	C = -5.7	D = -30.1%	E = 22.4µM*	F = 17.9%
[14] Cc1c(C(=O)CN2CCSCC2)c2ccccc2n1C
  A = 8.4%	B = 3.5%	C = 5.0	D = -2.2%	E = 1.1%	F = -1.0%
[15] C=CCSc1nc(N)cc(=O)[nH]1
  A = 14.7%	B = 11.5%	C = -24.3	D = -27.0%	E = 8.2%	F = -5.3%
[16] Cc1c(-c2nnnn2-c2ccc(F)cc2)cnc2cc3c(cc12)OCO3
  A = -1.4%	B = 2.2%	C = -4.8	D = -18.6%	E = 4.9%	F = -6.2%
[17] COc1ccc2[nH]c(=O)c(CN(CCCN3CCOCC3)C(=O)NCc3ccccc3)cc2c1
  A = 1.1%	B = -5.7%	C = -2.4	D = 19.9%	E = 0.0%	F = 0.1%
[18] Cc1ccc(C(=O)CCC(=O)OCC(=O)N(CC(C)C)c2c(N)n(Cc3ccccc3)c(=O)[nH]c2=O)cc1
  A = -4.5%	B = ?	C = -14.1	D = -30.6%	E = -1.1%	F = nt
[19] C/C=C/c1ccc(OCCn2cncn2)c(OC)c1
  A = -12.2%	B = -5.5%	C = -34.6	D = -11.3%	E = ?	F = -8.1%
[20] COC(=O)C(Cc1cncn1COCc1ccccc1)NC(=O)OC(C)(C)C (centres undefined)
  A = 15.3%	B = -0.3%	C = -9.9	D = 22.6%	E = -1.8%	F = 5.0%

Entries of single compounds, looked up by structure. Order of values: AMA1 RON2 block | AmpC detergent | HCMV antiviral | AmpC inh no detg | Sm TGR block | Giardia FBPA inh
C=CCOC1=CS(=O)(=O)N(Cc2ccc(Br)cc2)c2ccc(Br)cc21 is entered as -11.2% | nt | 16.5 | -26.4% | nt | nt
C=CCSc1nc(N)cc(=O)[nH]1 is entered as 14.7% | 11.5% | -24.3 | -27.0% | 8.2% | -5.3%

The list goes on:
no. | compound | AMA1 RON2 block | AmpC detergent | HCMV antiviral | AmpC inh no detg | Sm TGR block | Giardia FBPA inh
21 | CC1CCCN(S(=O)(=O)c2cccc([N+](=O)[O-])c2)C1 (centres undefined) | -2.9% | -16.4% | -10.8 | -16.4% | ? | 8.6%
22 | O=S(=O)(Nc1ccc(-n2cnnn2)cc1)c1ccccc1F | -0.9%[11.6 µM] | ? | 0.0 | -5.3% | 0.2% | nt
23 | Cc1cc(C)nc(SCCN(C)C)n1 | 2.8% | -2.7% | -3.0 | -5.1% | 7.0% | 0.9%
24 | N#C/C(=C(/O)CO/N=C/c1ccccc1Cl)c1nc2ccccc2[nH]1 | 57.1%[activator] | 1.2% | 7.2 | -18.5% | 0.1% | -11.7%
25 | CCCCc1cc(=O)oc2c(C)c(OCC(=O)N3CCC(C(N)=O)CC3)ccc12 | 16.7% | 1.0% | -17.9 | -21.8% | 10.8% | 10.7%
26 | O=C(Cc1ccc2c(c1)OCCO2)N1CCN(S(=O)(=O)c2ccccc2C(F)(F)F)CC1 | 11.9% | -0.9% | ? | 43.1% | -2.7% | 5.2%
27 | O=C(OCC(=O)N1CCN(C(=O)c2ccco2)CC1)c1ccccc1 | ? | 2.3% | -34.3 | -12.9% | ? | -0.4%
28 | NS(=O)(=O)c1ccc(N/N=C/c2ccc3c(c2)OCO3)c([N+](=O)[O-])c1 | 5.1% | -4.3% | 37.5 | -7.2% | 0.8% | 0.5%
29 | O=C(O)[C@H](Cc1c[nH]c2ccccc12)Nc1ncccc1[N+](=O)[O-] | -7.3% | 1.4% | -2.9 | -20.3% | 0.2% | -3.6%
30 | COc1ccc(-c2ccc(=O)n(CC(=O)Nc3nnc(C(C)C)s3)n2)cc1OC | -1.4% | 3.8% | -17.8 | -1.0% | 7.5% | 15.3%
31 | CCN(CC(=O)Nc1ccc(NC(C)=O)cc1)C(=O)COc1ccccc1-c1ccccc1 | -17.0% | 3.2% | 30.2 | 53.8% | 3.9% | nt
32 | COc1ccc(C(=O)N/N=C/c2ccc(OC(=O)c3cccc4ccccc34)c([N+](=O)[O-])c2)cc1 | 14.6% | -8.1% | -10.8 | 28.2µM* | 7.8% | -12.1%
33 | C=CCn1c(SCC(=O)NCCc2ccccc2)nnc1C(C)NC(=O)c1cccs1 (centres undefined) | -16.1% | -13.2% | -22.5 | 17.4% | 0.6% | -4.8%

Entries from the list above with a carbonyl joined to an NH by a bond outside any ring (12):
no. | compound | AMA1 RON2 block | AmpC detergent | HCMV antiviral | AmpC inh no detg | Sm TGR block | Giardia FBPA inh
5 | COc1ccccc1CNC(=O)C1CCC(CNS(=O)(=O)c2ccc(NC(C)=O)cc2)CC1 (centres undefined) | -9.5% | 5.0% | 107.0 | 0.2% | -3.6% | 6.9%
6 | Cc1ccc(-c2nn(-c3ccccc3)cc2C(=O)NCC2CCCO2)cc1 (centres undefined) | -28.7% | ? | -1.0 | 49.6% | 0.6% | nt
9 | Cc1cc(C(=O)N/N=C/c2ccc[nH]2)no1 | 27.1% | ? | -20.3 | -14.3% | -8.9% | -11.8%
10 | C[C@H](CO)N1C[C@H](C)[C@@H](CN(C)S(=O)(=O)c2ccc(F)cc2)Oc2ccc(NC(=O)CCN3CCOCC3)cc2C1=O | 1.6% | nt | 6.1 | 239.8%[activator] | nt | nt
13 | CCN(c1ccc(C)cc1)S(=O)(=O)c1nnc(NC(=O)c2ccco2)s1 | 14.6% | ? | -5.7 | -30.1% | 22.4µM* | 17.9%
17 | COc1ccc2[nH]c(=O)c(CN(CCCN3CCOCC3)C(=O)NCc3ccccc3)cc2c1 | 1.1% | -5.7% | -2.4 | 19.9% | 0.0% | 0.1%
20 | COC(=O)C(Cc1cncn1COCc1ccccc1)NC(=O)OC(C)(C)C (centres undefined) | 15.3% | -0.3% | -9.9 | 22.6% | -1.8% | 5.0%
25 | CCCCc1cc(=O)oc2c(C)c(OCC(=O)N3CCC(C(N)=O)CC3)ccc12 | 16.7% | 1.0% | -17.9 | -21.8% | 10.8% | 10.7%
30 | COc1ccc(-c2ccc(=O)n(CC(=O)Nc3nnc(C(C)C)s3)n2)cc1OC | -1.4% | 3.8% | -17.8 | -1.0% | 7.5% | 15.3%
31 | CCN(CC(=O)Nc1ccc(NC(C)=O)cc1)C(=O)COc1ccccc1-c1ccccc1 | -17.0% | 3.2% | 30.2 | 53.8% | 3.9% | nt
32 | COc1ccc(C(=O)N/N=C/c2ccc(OC(=O)c3cccc4ccccc34)c([N+](=O)[O-])c2)cc1 | 14.6% | -8.1% | -10.8 | 28.2µM* | 7.8% | -12.1%
33 | C=CCn1c(SCC(=O)NCCc2ccccc2)nnc1C(C)NC(=O)c1cccs1 (centres undefined) | -16.1% | -13.2% | -22.5 | 17.4% | 0.6% | -4.8%
